# D1 antagonist: human D1 dopamine receptor antagonism. P21728. HEK293 TREx D1 cells, calcium flux, dopamine EC80; active compounds read low. activity change, negative = inhibition, % at 10 µM. 3.2% of 360,000 active; in the data active = activity change below about -30%; also: % is scaled to controls: 0 for no effect and ±100 for the full control effect
# Target sequence (P21728 whole entry, looked up): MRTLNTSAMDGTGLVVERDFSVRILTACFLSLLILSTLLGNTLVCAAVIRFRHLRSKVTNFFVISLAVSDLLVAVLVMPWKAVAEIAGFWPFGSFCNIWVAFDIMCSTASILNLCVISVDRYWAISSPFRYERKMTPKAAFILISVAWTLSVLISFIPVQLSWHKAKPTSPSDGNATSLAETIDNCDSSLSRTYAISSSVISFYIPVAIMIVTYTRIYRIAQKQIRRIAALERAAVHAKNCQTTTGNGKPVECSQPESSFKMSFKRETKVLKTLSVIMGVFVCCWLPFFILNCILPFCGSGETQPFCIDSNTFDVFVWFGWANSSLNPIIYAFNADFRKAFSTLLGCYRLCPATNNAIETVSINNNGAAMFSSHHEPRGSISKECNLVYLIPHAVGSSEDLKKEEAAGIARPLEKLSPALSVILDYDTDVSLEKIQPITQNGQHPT
#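 Tetracycline-induced HEK293 T-REx cells with force-coupled D1 receptor were loaded with a no-wash calcium dye. Compound was added after a 10 s baseline and read kinetically for 180 s; EC80 dopamine was then added and calcium flux followed another 180 s.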
# Vif-A3G inh: Vif-A3G binding inhibition; Q9HC16; HeLa A3G-eYFP + Vif (tagged APOBEC3G with the HIV-1 protein that degrades it), YFP fluorescence, overnight; Potency, µM (titrated, usually from 46.1 µM), for inactives: at the top dose activity, negative = active, actives largely listed as inhibitors; 0.076% of 410,000 active; AID 602310;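 also: potency is read from the fitted curve at half-maximal effect; % is scaled to controls: 0 for no effect and ±100 for the full control effect; nearly all actives have a fitted effect of over 60% in size; hits raise eYFP signal because A3G escapes Vif-driven loss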
#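 Read-out is eYFP fluorescence (Ex 488/Em 500-530) from Vif-expressing HeLa A3G-eYFP cells; more signal means A3G escaped Vif-mediated degradation. Cells plated overnight, compound pinned in, incubated overnight at 37 deg C.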
# RXFP1 antag: antagonists of human relaxin receptor RXFP1 | Q9HBX9 | activity change, negative = inhibition, % at 57.5 µM | HEK293-RXFP1, relaxin-stimulated cAMP HTRF, 30 min; active compounds read low | 0.59% of 350,000 active;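 active = activity change of -60% or lower, but not beyond a set lower limit; inconclusive = change between -60% and -40%, or beyond the set limit; inactive = change above -40%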; also: % is scaled to controls: 0 for no effect and ±100 for the full control effect
# RXFP1 ag: activates the human relaxin receptor RXFP1 | Q9HBX9 | HEK293T-RXFP1 cAMP TR-FRET, 30 min; response scale: percent of porcine relaxin response, buffer zero | Potency, µM (series often up to 57.5 µM), for the others: at the highest dose activation, actives largely listed as activators | 0.3% of 370,000 active | AID 2676; also: potency is read from the fitted curve at half-maximal effect; % is scaled to controls: 0 for no effect and ±100 for the full control effect; nearly all actives have a fitted effect of over 60% in size; many of its hits are not listed in these tables
#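 Agonist response is measured as cAMP accumulation in an RXFP1-transfected HEK293T line under PDE4 inhibition. Values are scaled between buffer-only and 29 nM porcine relaxin, and EC50s come from standard Hill equation fits.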
# D2 potentiator: positive allosteric modulators of human D2 dopamine receptor. HEK293 T-REx D2, calcium flux, EC20 dopamine potentiation. potentiation, % at 10 µM. 0.34% of 340,000 active. AID 485347;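 active = potentiation over 3 SD above the plate norm, cut at about 30% in these data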; also: 0% is about no effect
# Target sequence (P14416 whole entry, looked up): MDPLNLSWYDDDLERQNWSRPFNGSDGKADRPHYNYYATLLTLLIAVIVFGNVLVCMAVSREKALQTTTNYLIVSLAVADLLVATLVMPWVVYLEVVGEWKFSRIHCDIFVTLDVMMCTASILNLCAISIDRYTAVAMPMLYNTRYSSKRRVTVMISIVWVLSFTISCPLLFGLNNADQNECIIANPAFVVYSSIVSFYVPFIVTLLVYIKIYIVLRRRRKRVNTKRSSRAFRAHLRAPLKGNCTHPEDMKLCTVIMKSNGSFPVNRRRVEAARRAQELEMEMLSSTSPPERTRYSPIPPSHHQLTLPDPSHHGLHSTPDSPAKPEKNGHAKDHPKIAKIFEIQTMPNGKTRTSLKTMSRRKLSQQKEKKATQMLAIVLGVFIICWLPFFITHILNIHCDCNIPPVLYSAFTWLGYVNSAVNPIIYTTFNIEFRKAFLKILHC
#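 Primary screen. Calcium kinetics in induced HEK293 T-REx D2 cells: compound pre-addition 180 s, EC20 dopamine, 180 s more.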
# D1 potentiator: potentiators of human D1 dopamine receptor; AID 504651; potentiation, % at 10 µM; 0.036% of 360,000 active; P21728; HEK293 TREx D1 cells, calcium flux, dopamine EC20 potentiation; in the data active = potentiation above about 30%; also: 0% is about no effect
# Vif-APOBEC3F blk: inhibitors of Vif-A3F interaction; HeLa A3F-eYFP + Vif (tagged APOBEC3F with the HIV-1 protein that degrades it), YFP fluorescence increase; 0.2% of 390,000 active; AID 602313; Potency, µM (highest dose often 46.1 µM), for the others: at the top dose activity, negative = active; also: potency is read from the fitted curve at half-maximal effect; % of control where 0% means no effect; nearly all actives have a fitted effect of over 65% in size
#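 HeLa cells stably expressing A3F-eYFP plus Vif, plated and incubated overnight at 37 deg C, then exposed to compounds overnight at 37 deg C. Blocked degradation read as raised yellow fluorescence (Ex 488/Em 500-530).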
# D1 agonist: agonists of human D1 dopamine receptor; P21728; HEK293 T-REx D1 cells, calcium flux, agonist mode; activation, % at 2 µM; 1% of 360,000 active; AID 504660; in the data active = activation above about 30%; also: 0% is about no effect
#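 Tetracycline-induced HEK293 TREx D1 cells, force-coupled to calcium signalling, were dye-loaded with a no-wash calcium kit. Compound was pin-added after a 10 s baseline. Fluorescence was read kinetically at 1 cycle/s for 180 s, with calcium rises flagged as agonism.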
# Glioma ERSR ind: induces the endoplasmic reticulum stress response in human glioma cells; U87-MG GRP78 promoter luciferase reporter, 16 h; Potency, µM, for the others: at the highest dose activation, usual class: activators; 0.02% of 420,000 active; AID 602332; also: potency is read from the fitted curve at half-maximal effect; series mostly up to about 76 µM; % of control where 0% means no effect; nearly all actives have a fitted effect of over 35% in size
#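 ERSR induction read as luciferase luminescence (Bright-Glo, 10 min at room temperature) in stably transfected human U87-MG glioma cells exposed to compounds for 16 h, using GRP78 as sensor.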
# * hit, by the source's call; ? = inconclusive; . = no result given; & = joins results of further samples. Unless noted, calls follow the shape of the dose curve; as a rule, active = well fitted curve in the direction sought with a large enough effect; inconclusive = small, poorly fitted or top-dose-only effect, or another doubt; inactive = no such curve, though single readings can be large; an effect the other way counts as inactive or inconclusive. These rows are one share of the data; count on the stated rates, not on these rows.
SMILES,D1 antagonist,Vif-A3G inh,RXFP1 antag,RXFP1 ag,D2 potentiator,D1 potentiator,Vif-APOBEC3F blk,D1 agonist,Glioma ERSR ind
O=C(Cc1ccccc1)Nc1ccc(C(=O)Nc2ccccc2C(=O)O)cc1,13,-5%,-16,1.2%,14,-4,-1%,0,11%
COc1ccccc1C(=O)NC(=O)COC(=O)C1CC2CCCC(C1)C2=O (configuration not stated),-5,-4%,-8,0.9%,0,-4,12%,6,-5%
CCCCCC1CC(=O)N(Cc2ccc(Cl)cc2)C(=O)N1 (configuration not stated),-20,0%,-1,0.8%,-9,-5,-4%,3,3%
S=c1[nH]nc(-c2ccccn2)n1/N=C/c1ccco1,-27,3%,3,-0.1%,0,3,-13%,2,-1%
COc1cccc(NC(=O)Nc2ccc3c(c2)N(C)C(=O)CS3)c1,-15,0%,?,-0.3%,-6,-7,.,6,-12%
Cc1ccc(S(=O)(=O)N(C)c2cc(S(=O)(=O)N3CCOCC3)c(C)cc2C)cc1,-3,1%,0,0.4%,-9,7,5%,4,-5%
Cc1oc2c(CN(C)C)c(O)ccc2c(=O)c1-c1cscn1,-10,0%,16,0.7%,3,-5,-1%,4,-3%
CC(=O)c1nnn(-c2cccc(C#N)c2)c1C,-7,-6%,-1,-1.0%,3,8,-8%,2,-1%
CCN(CC)c1ccc(NC(=O)C2CCCN(S(=O)(=O)c3cccnc3)C2)c(C)c1 (configuration not stated),17,0%,-7,0.4%,-3,.,1%,9,-1%
CCN1CCN(Cc2c(O)ccc3c(=O)c(-c4ccccc4OC)coc23)CC1,8,-3%,1,3.6%,-5,-4,-4%,3,-6%
Cc1ccn2cc(C(=O)N3CCN(c4cnn(-c5ccccc5)c(=O)c4Cl)CC3)nc2c1,1,0%,7,-0.1%,6,.,0%,4,-1%
CC1CC1C(=O)Nc1ccc(-c2ccccc2)cc1 (configuration not stated),3,-11%,-13,0.3%,12,-4,-4%,2,-1%
CCO[C@@H]1OC(C(=O)Nc2ccccc2)=C[C@H](C2CC2)[C@H]1CCCO,4,-1%,.,0.1%,3,2,-2%,-2,-4%
CCCCn1c(-c2ccccc2)cnc1SCC(=O)NCCc1ccc(OC)c(OC)c1,-16,0%,5,2.0%,10,-5,5%,1,9%
CC(/C=C/c1ccc2c(c1)OCO2)=N\NC(=O)COc1ccccc1C,-8,-3%,-1,-1.2%,14,-4,-2%,4,-3%
CCCN1C(=O)c2ccccc2NC1c1ccc(Cl)c(Cl)c1 (configuration not stated),-2,-7%,-6,-0.4%,3,-3,-19%,2,4%
Cc1ccccc1NC(=O)Cn1c(=O)n(CCCCC(=O)NCc2ccccc2Cl)c(=O)c2ccccc21,-10,1%,.,-0.4%,-1,2,-2%,0,-3%
CCCN(CCO)CCCc1ccccc1,-3,-1%,-19,-0.4%,6,-2,-4%,5,-4%
OCCCn1c(-c2ccccc2)csc1=Nc1ccccc1,-17,-4%,-31,-1.0%,3,-4,2%,2,1%
Cc1ccc(NC(=O)COc2coc(CN3CCc4ccccc43)cc2=O)cc1Cl,-4,-6%,-16,-0.6%,1,5,-26%,3,-5%
CCCCCc1nc2sc3c(c2c(=O)n1N)CCC3,-5,0%,-8,1.8%,1,-5,-5%,5,-1%
S=C1SCN(Cc2ccccn2)CN1Cc1ccco1,-15,?,22,-0.1%,-4,-4,-10%,2,-1%
CSc1ncccc1C(=O)Nc1ccncc1,7,-2%,12,2.2%,2,13,1%,3,1%
COc1ccc(N(CC(=O)NCCSc2ccccc2)S(C)(=O)=O)cc1,1,-4%,-17,2.3%,2,-6,1%,-1,2%

# 3 entries out of the list above, ordered by the number in Vif-A3G inh, smallest number first:
SMILES,D1 antagonist,Vif-A3G inh,RXFP1 antag,RXFP1 ag,D2 potentiator,D1 potentiator,Vif-APOBEC3F blk,D1 agonist,Glioma ERSR ind
OCCCn1c(-c2ccccc2)csc1=Nc1ccccc1,-17,-4%,-31,-1.0%,3,-4,2%,2,1%
CSc1ncccc1C(=O)Nc1ccncc1,7,-2%,12,2.2%,2,13,1%,3,1%
Cc1ccccc1NC(=O)Cn1c(=O)n(CCCCC(=O)NCc2ccccc2Cl)c(=O)c2ccccc21,-10,1%,.,-0.4%,-1,2,-2%,0,-3%

# Following part.
SMILES,D1 antagonist,Vif-A3G inh,RXFP1 antag,RXFP1 ag,D2 potentiator,D1 potentiator,Vif-APOBEC3F blk,D1 agonist,Glioma ERSR ind
Cc1oc(-c2cccs2)nc1CN1CCC(c2ccccc2)CC1,2,-10%,-10,0.2%,-17,-2,?,1,-1%
CC(/C=N/n1c(-c2ccncc2)n[nH]c1=S)=C\c1ccco1,4,-1%,1,0.0%,10,-2,9%,0,-3%
CCn1nc(C)c(/C=C2\CCCC3=C2OC(N)=C(C#N)C3c2c(C)nn(CC)c2C)c1C (configuration not stated),-13,.,.,1.8%,-4,2,.,12,.
O=c1c2ccccc2c(C=NCCCN2CCOCC2)c(O)n1Cc1ccccc1,-1,0%,1,1.1%,-15,-3,8%,3,1%
CCC1Oc2ccccc2N(CC(=O)Nc2ccccc2OC)C1=O (configuration not stated),3,3%,4,1.0%,-3,-7,-1%,2,-4%
COCCn1c(N)c(C(=O)NCC2CCCO2)c2nc3ccccc3nc21 (configuration not stated),6,0%,1,8.3%,0,2,3%,2,-10%
COc1ccc(/C=C/C(=O)OCC(=O)N2CCCCCC2)cc1OC,.,3%,-26,.,.,.,2%,.,-1%
CCN1C(=O)C(NC(C)=O)c2cc(Br)ccc21 (configuration not stated),6,-2%,2,0.5%,2,-6,0%,2,-3%
COc1ccc(-c2cc(NC(=O)c3cncn3-c3ccccc3)ccc2OC)cc1,-6,1%,-11,1.4%,1,1,?,1,-1%
O=C(COc1ccc(Br)cc1)NNC(=S)NC(=O)c1ccccc1[N+](=O)[O-],4,1%,-29,2.9%,-4,-9,-2%,1,0%
O=C1CCC2=C(CCCC2=O)N1,-15,3%,-13,0.5%,-6,-4,12%,1,-3%
Cc1ccc(C(=O)N/N=C\c2ccc(OC(=O)c3cccs3)cc2)cn1,-12,-5%,-2,0.5%,4,-2,2%,0,0%
Cc1cc(C)nc(N2N=C(C(F)(F)F)CC2=O)n1,19,2%,-3,-3.2%,-1,2,1%,3,-8%
CN(c1ccccc1)S(=O)(=O)c1ccc(Cl)c(C(=O)OCC(=O)c2c(N)n(C)c(=O)n(C)c2=O)c1,.,-6%,3,.,.,.,-2%,.,-3%
CCN(CC)C(=O)c1cccc(NC(=O)c2cc(-c3ccccn3)nc3ccccc23)c1,5,-8%,9,-0.2%,-7,-12,1%,0,-2%
CCC(C)C(NC(=O)c1ccccc1NC(=O)c1ccc(OC)cc1)C(=O)NCc1ccco1 (configuration not stated),3,?,3,0.9%,3,-4,-4%,2,-3%
CCS(=O)(=O)c1ccc(O)c(Nc2cc(C)nc(SC)n2)c1,-8,5%,0,-0.7%,8,0,2%,-2,-4%
CCSc1ccccc1C(=O)NCCc1ccccc1,-2,-1%,-10,4.0%,8,-3,-2%,0,1%
COC(=O)[C@@H]1CCCN1C(=O)CCc1nnc(CCc2c[nH]c3ccccc23)o1,27,-1%,0,0.1%,13,6,?,10,12%
O=C(c1cccc(Br)c1)N1CCN(C2=NS(=O)(=O)c3ccccc32)CC1,9,-4%,-7,3.3%,0,2,-6%,0,-5%
Cc1ccc(C(=O)OCC(=O)N2CCC(C)CC2)cc1S(=O)(=O)N1CCCCC1,-1,2%,-11,1.1%,5,-4,12%,11,-1%
CC1=NN(C(N)=S)C(=O)C1N=Nc1ccc([N+](=O)[O-])cc1 (configuration not stated),-5,0%,1,?,.,-4,8%,2,6%
Cc1nnc(-c2cnn(-c3ccccc3)c2N)n1Cc1ccccc1,-6,-8%,3,-0.3%,9,2,0%,1,-2%
N#CC1(NC(=O)CSc2n[nH]c(-c3ccccc3)n2)CCCCC1,3,-1%,-25,0.1%,-8,2,-2%,1,-3%
Cc1cc(C)c(NC(=O)Cn2c(=O)n(-c3ccc(CC(=O)NCC4CCCO4)cc3)c(=O)c3ccccc32)c(C)c1 (configuration not stated),-6&-10,-10%&0%,1,0.3%&1.9%,-2&8,-6&1,-2%&-8%,1&-1,-5%&-3%
CCc1c(C)sc2c1CCN(C(=O)Nc1ccc(F)c(Cl)c1)C2c1ccc(F)cc1 (configuration not stated),-11,-2%,-19,0.1%,-12,-1,-2%,7,-5%
CC1=C(C(=O)Nc2ccccc2C(=O)N2CCCCC2)SCCO1,1,2%,0,1.9%,-3,-1,-8%,2,-2%
O=C(NCCN1CCOCC1)C(=O)NCC1OCCN1S(=O)(=O)c1ccccc1 (configuration not stated),-4,1%,-3,0.1%,-3,-2,-10%,9,-7%
C/C(=C\C(=O)c1sccc1Cl)N(C)C,-12,3%,17,-0.2%,.,1,4%,3,0%
CCc1ccc(CNC(=O)CCc2nnc(Cc3cccc(C(F)(F)F)c3)o2)nc1,-9,-4%,-2,2.7%,-1,9,-7%,-1,-3%
COc1ccc(C(=O)NCCS(=O)(=O)N2CCN(Cc3ccccc3)CC2)cc1,2,1%,15,0.6%,3,-2,2%,7,-3%
Cc1ccc(C2CC(c3cccc(C)c3)n3nc(N)nc3N2)cc1 (configuration not stated),10,-2%,-14,0.3%,3,5,-3%,1,-3%
O=C(Cc1ccccc1)N(c1ccccc1)c1ccccc1,.,-3%,-1,.,.,.,1%,.,4%
O=C(Nc1ccccc1C(=O)Nc1ccncc1)c1cccc([N+](=O)[O-])c1,2,3%,-6,3.4%,8,-6,5%,6,-2%
COc1cccc(OC)c1-c1nn2c(-c3cc(-c4ccccc4)n[nH]3)nnc2s1,-8,-24%,.,8.4%,-17,-1,-1%,0,-12%
CC(C)[C@@H](C(=O)NC1CCN(Cc2ccccc2)CC1)N1C(=O)N2CCc3c([nH]c4ccccc34)[C@@]2(C)C1=O,-6,-2%,.,1.4%,-16,-1,-5%,7,-1%
CCCN1CCC(=O)N([C@H](CO)c2ccccc2)CC1,5,4%&-2%,.,-0.3%,-4,-2,0%,3,-2%&0%
Nc1sc(-c2ccccc2)c(Cc2ccccc2)c1C(=O)O,-1,-8%,-5,6.6%,-6,-1,5%,8,-6%
Cc1ccc(-c2nc(C#N)c(NCc3ccco3)o2)cc1,-19,-7%,-9,1.1%,-1,-2,4%,2,4%
CC(C)(C)c1ccc2c(c1)N(CC(=O)NCCCN1CCN(c3ccccc3F)CC1)C(=O)CO2,7,8%,0,-0.3%,-26,-3,-2%,7,-2%
